# Cdc42 wt GTP – modulators of GTP binding to wildtype Cdc42, primary screen, biochemical, multiplex bead flow cytometry, Bodipy-GTP; 0.2% of 190,000 active; percent activity (GTP binding), % at 10 µM; Cell division control protein 42 homolog (Homo sapiens), P60953; GST-Cdc42 beads; actives lie on both sides;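 active means percent activity GTP binding at least 20 points away from the 100% baseline, either down as inhibitor or up as activator; inconclusive means compound flagged as likely green fluorescent from well-wide comparison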;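 further: median bead fluorescence of bound Bodipy-FL-GTP at 100 nM; 0% = excess unlabeled GTP control and 100% = no compound control; below 100% means less GTP binding so inhibitor and above means activator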
# Rac1 mut GTP – GTP binding modulators of activated mutant Rac1, primary screen, biochemical, bead-based flow cytometry, multiplex, fluorescent GTP; Ras-related C3 botulinum toxin substrate 1 (Homo sapiens), P63000; GST-Rac1 activated beads; actives lie on both sides; 100% means binding = to untreated wells; percent activity (GTP binding), % at 10 µM; 0.11% of 190,000 active; AID 764, 2007;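 active means GTP binding at least 20 percentage points away from the 100% baseline, in either direction, so actives lie on both sides; inconclusive means Compound likely fluorescent itself, or too few beads counted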
# Mcl-1 Bim block – inhibitors of Bim peptide binding to Mcl-1, primary screen, biochemical, bead-based flow cytometry, multiplex; 0.1% of 190,000 active; inhibition, % at 10 µM; Bim peptide-Mcl-1 binding; in the data active means inhibition above about 40%;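 further: 0% = no compound tracer wells and 100% = peptide blocker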
# Target sequence (Q07820 whole entry, looked up): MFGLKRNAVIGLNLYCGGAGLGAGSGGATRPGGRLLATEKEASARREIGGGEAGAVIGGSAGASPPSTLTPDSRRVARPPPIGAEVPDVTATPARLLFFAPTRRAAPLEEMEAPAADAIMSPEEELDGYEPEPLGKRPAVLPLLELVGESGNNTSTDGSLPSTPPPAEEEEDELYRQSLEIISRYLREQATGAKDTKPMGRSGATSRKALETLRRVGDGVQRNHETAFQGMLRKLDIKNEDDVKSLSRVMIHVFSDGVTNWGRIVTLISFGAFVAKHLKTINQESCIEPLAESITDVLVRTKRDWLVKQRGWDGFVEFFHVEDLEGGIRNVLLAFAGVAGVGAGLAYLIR
# Rac1 wt GTP bind – wildtype Rac1 GTP binding modulators, primary screen, biochemical, GST-Rac1 beads, flow cytometry, multiplex | Ras-related C3 botulinum toxin substrate 1 (Homo sapiens), P63000 | fluorescent GTP binding; actives lie on both sides; 0 = cold GTP competed, 100 = untreated | GTP binding activity (% of control), % at 10 µM | 0.27% of 190,000 active;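 active means GTP binding activity at least 20 points away from the 100% control level, either lower or higher; inconclusive means compound flagged as likely green fluorescent, judged across all proteins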
# Mcl1-Noxa inh – Mcl-1/Noxa binding inhibitors, primary screen, biochemical, TR-FRET, 1536-well. inhibition, % at 21.7 µM. 1.5% of 220,000 active. Induced myeloid leukemia cell differentiation protein Mcl-1 (Homo sapiens), Q07820. AID 1022, 2008. TR-FRET Mcl-1/Noxa peptide binding, 2 h;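 active means compounds that cut the protein-peptide binding signal by more than 50% relative to plate controls in a single-dose test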;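 further: His-tagged Mcl-1 with rhodamine Noxa BH3 peptide and terbium anti-His antibody; 0% = Mcl-1 plus Noxa peptide wells and 100% = peptide-only wells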
# RGS8-Gao – RGS8-Galphao binding modulators, primary screen, biochemical, multiplexed bead flow cytometry. Guanine nucleotide-binding protein G(o) subunit alpha (Homo sapiens), P09471. actives lie on both sides. response (percent of control binding), % at 10 µM. 0.34% of 220,000 active. AID 1423, 2008; in the data active means response below about 60% or above about 140%; inactive means in between;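 further: Galphao activated as the GDP aluminium fluoride complex binding bead-coupled RGS8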
# Target sequence (P09471 whole entry, looked up): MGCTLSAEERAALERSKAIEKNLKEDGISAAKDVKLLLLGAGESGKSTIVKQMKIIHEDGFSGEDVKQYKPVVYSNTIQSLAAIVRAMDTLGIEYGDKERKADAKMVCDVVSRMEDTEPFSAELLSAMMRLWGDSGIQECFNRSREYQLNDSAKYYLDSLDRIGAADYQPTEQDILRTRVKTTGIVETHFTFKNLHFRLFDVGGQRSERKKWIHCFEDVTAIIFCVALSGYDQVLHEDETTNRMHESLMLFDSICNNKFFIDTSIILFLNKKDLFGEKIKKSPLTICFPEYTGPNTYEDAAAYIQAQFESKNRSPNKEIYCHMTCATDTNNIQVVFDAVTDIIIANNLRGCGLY
# Pf gametocyte – late stage P. falciparum gametocyte viability inhibitors, primary screen, ATP luminescence, HTS; P. falciparum stage V gametocytes, 24 h; inhibition, % at 10.9 µM; 0.065% of 150,000 active;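 active means inhibition above the mean plus 3 SD of compounds within the control limits, set per campaign, cut at about 38% in these data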;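 further: 0% = DMSO wells and 100% = medium only without gametocytes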
# Rab2A wt mod – modulators of GTP binding to Rab2A wildtype, primary screen, biochemical, dog, bead-based flow cytometry, multiplex. Ras-related protein Rab-2A (Canis lupus familiaris), P61105. GST-Rab2 wt beads, Bodipy-GTP binding. GTP binding activity, % at 10 µM. 0.19% of 190,000 active;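 active means GTP binding activity at least 20 points away from 100%, either lowered or raised; inconclusive means signal likely due to the compound's own green fluorescence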;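 further: 0% = beads with excess unlabeled GTP and 100% = no-compound control corrected for plate trend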
# Mcl1 Bid PPI – Mcl-1/Bid binding inhibitors, primary screen, biochemical, TR-FRET, 1536-well; TR-FRET Mcl-1/Bid-Dy647 peptide binding; inhibition, % at 21.7 µM; 0.97% of 220,000 active; AID 1021, 2008;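 active means compounds that cut the binding signal by more than half at the single screening dose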;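 further: His-tagged Mcl-1 with europium anti-His antibody binding Bid BH3 peptide; 0% = Mcl-1 plus peptide wells and 100% = peptide-only wells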
# Rab7 wt modul – modulators of GTP binding to Rab7, primary screen, biochemical, wildtype, multiplex bead flow cytometry. Rab7 GTPase wild type (dog), Bodipy-FL-GTP binding. GST-Rab7 beads, fluorescent GTP binding; actives lie on both sides; untreated = 100%, excess cold GTP = 0%. GTP binding activity (percent of control), % at 10 µM. 0.055% of 190,000 active. AID 758, 2007;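 active means fluorescent GTP binding to Rab7 beads changed by at least 20 points from the 100% baseline, either direction, mostly lower; inconclusive means compound itself probably fluorescent, or too few beads counted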;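 further: median green fluorescence of bound Bodipy-FL-GTP per Rab7 bead population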
# HRas wt GTP – modulators of GTP binding to HRas wildtype, primary screen, biochemical, bead-based flow cytometry, multiplex; GTPase HRas (Homo sapiens), P01112; GST-Ras wt beads, Bodipy-FL-GTP binding; actives lie on both sides; GTP binding activity, % at 10 µM; 0.14% of 190,000 active;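 active means GTP binding activity at least 20% away from the 100% baseline, either lowered as inhibitor or raised as activator; inconclusive means flagged as likely green fluorescent, judged across all proteins in the well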;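 further: 0% = unlabeled GTP competition control and 100% = no-compound control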
# Target sequence (P01112 whole entry, looked up): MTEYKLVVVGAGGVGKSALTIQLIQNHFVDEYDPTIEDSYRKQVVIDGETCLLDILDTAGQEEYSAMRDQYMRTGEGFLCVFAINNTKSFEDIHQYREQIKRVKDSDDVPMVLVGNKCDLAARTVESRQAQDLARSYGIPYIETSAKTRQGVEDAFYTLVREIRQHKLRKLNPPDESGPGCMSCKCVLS
# * marks the source's active call; other numbers are inactive results; u = inconclusive; x = no result given.
# The opening 12 entries as a preview:
SMILES,Cdc42 wt GTP,Rac1 mut GTP,Mcl-1 Bim block,Rac1 wt GTP bind,Mcl1-Noxa inh,RGS8-Gao,Pf gametocyte,Rab2A wt mod,Mcl1 Bid PPI,Rab7 wt modul,HRas wt GTP
COc1ccc(NC(=O)c2cccs2)cc1,100,99,3,101,-12,98,x,99,-23,95,99
CC(C)CC(=O)Nc1cccc(-c2nc3ccccc3o2)c1,101,98,-6,103,1,101,-25,100,5,101,100
N#Cc1cccc(NC(=O)COC(=O)c2ccc3c(=O)n4c(nc3c2)CCC4)c1,98,97,-1,100,2,98,5,101,5,103,101
COc1ccc(CN(C(=O)c2cccs2)c2nccs2)cc1OC,103,100,0,100,0,99,x,100,-5,100,102
O=C(CN1CCOCC1)NN=C(c1ccccc1)c1ccccc1,97,98,-5,99,15,102,-15,98,-11,97,97
COc1ccc2c(CC(=O)Nc3ncc(C)s3)coc2c1,97,96,0,100,14,122,14,95,-13,96,98
Cc1nn(Cc2ccccc2)c(Cl)c1/C=C/C(=O)OC(C)C(=O)N1CCCC1 (stereo unspecified),98,94,-2,97,0,105,-5,99,-16,103,99
CCCS(=O)(=O)N1CCN(Cc2ccc([N+](=O)[O-])cc2)CC1,100,97,2,100,20,106,-12,101,47,96,101
CN(C)c1ccc(/C=N/NC(=O)CN(c2cccc(Cl)c2)S(C)(=O)=O)cc1Br,95,97,-2,98,1,97,2,96,1,95,99
CCOc1ccc(OCCCCN2CCCC2)cc1,99,98,-1,100,7,111,x,102,26,102,102
O=C(c1ccc([N+](=O)[O-])o1)N1CCOCC1,99,96,-3,98,9,98,14,99,-13,106,99
COCC(C)n1c(COc2ccccc2F)nnc1SCc1c(C)noc1C (stereo unspecified),98,96,-2,98,-20,90,7,98,-18,98,97

# The listing, from the first entry:
SMILES,Cdc42 wt GTP,Rac1 mut GTP,Mcl-1 Bim block,Rac1 wt GTP bind,Mcl1-Noxa inh,RGS8-Gao,Pf gametocyte,Rab2A wt mod,Mcl1 Bid PPI,Rab7 wt modul,HRas wt GTP
COc1ccc(NC(=O)c2cccs2)cc1,100,99,3,101,-12,98,x,99,-23,95,99
CC(C)CC(=O)Nc1cccc(-c2nc3ccccc3o2)c1,101,98,-6,103,1,101,-25,100,5,101,100
N#Cc1cccc(NC(=O)COC(=O)c2ccc3c(=O)n4c(nc3c2)CCC4)c1,98,97,-1,100,2,98,5,101,5,103,101
COc1ccc(CN(C(=O)c2cccs2)c2nccs2)cc1OC,103,100,0,100,0,99,x,100,-5,100,102
O=C(CN1CCOCC1)NN=C(c1ccccc1)c1ccccc1,97,98,-5,99,15,102,-15,98,-11,97,97
COc1ccc2c(CC(=O)Nc3ncc(C)s3)coc2c1,97,96,0,100,14,122,14,95,-13,96,98
Cc1nn(Cc2ccccc2)c(Cl)c1/C=C/C(=O)OC(C)C(=O)N1CCCC1 (stereo unspecified),98,94,-2,97,0,105,-5,99,-16,103,99
CCCS(=O)(=O)N1CCN(Cc2ccc([N+](=O)[O-])cc2)CC1,100,97,2,100,20,106,-12,101,47,96,101
CN(C)c1ccc(/C=N/NC(=O)CN(c2cccc(Cl)c2)S(C)(=O)=O)cc1Br,95,97,-2,98,1,97,2,96,1,95,99
CCOc1ccc(OCCCCN2CCCC2)cc1,99,98,-1,100,7,111,x,102,26,102,102
O=C(c1ccc([N+](=O)[O-])o1)N1CCOCC1,99,96,-3,98,9,98,14,99,-13,106,99
COCC(C)n1c(COc2ccccc2F)nnc1SCc1c(C)noc1C (stereo unspecified),98,96,-2,98,-20,90,7,98,-18,98,97
CN(C)C(=O)c1cc2cc(Br)ccc2s1,95,97,0,98,1,97,-12,99,-32,102,96
CC1CC(N(C(=O)c2ccco2)c2ccccc2)c2ccccc2N1 (stereo unspecified),98,97,-3,99,6,105,x,98,-12,98,100
Cc1nn(CC(=O)Nc2sc3c(c2C#N)CCC(C(C)(C)C)C3)c(C)c1[N+](=O)[O-] (stereo unspecified),100,99,-5,106,16,96,x,98,-20,97,99
Cc1ccccc1C1c2[nH]c3ccccc3c2CCN1C(=O)c1ccc(=O)n(C)n1 (stereo unspecified),94,94,0,96,14,102,6,96,-27,95,95
CCOc1ccc(Nc2oc(-c3ccc(Cl)cc3)nc2C#N)cc1,105,100,-2,100,-6,106,x,105,-31,102,104
COc1ccc(N2C(=O)CC(Nc3ccc(C)cc3)C2=O)cc1 (stereo unspecified),99,96,-4,99,-2,104,-5,100,-15,102,98
O=C(Nc1cccc2c1C(=O)NC2=O)c1ccc(N2C(=O)CCC2=O)cc1,93,93,0,98,8,99,x,98,-4,96,95
O=C(CSc1nnc(-c2ccncc2)n1Cc1ccccc1)NCCc1ccccc1,103,100,2,104,7,95,x,102,-7,100,102
CC(NC(=O)Nc1nnc(C(F)(F)F)s1)(C(F)(F)F)C(F)(F)F,105,101,0,107,-9,102,x,100,-10,98,102
Cc1ccc(S(=O)(=O)C2C(=O)NC3(C)CC2c2ccccc2O3)cc1 (stereo unspecified),102,98,-5,101,0,99,14,97,-24,96,99
C=CCc1c(C)nc(C)nc1N/N=C/c1ccc(N(C)C)cc1,98,101,0,101,1,104,6,97,-39,98,98
CCCn1c(SCc2nc(N)nc(N3CCCCC3)n2)nc2c1c(=O)n(C)c(=O)n2C,102,98,-1,105,-5,103,4,102,-12,105,99
O=C(N/N=C/c1cccc(C(F)(F)F)c1)C1CCN(c2ncc(C(F)(F)F)cc2Cl)CC1,99,96,1,100,9,100,21,96,-5,100,99
CCOc1ccc(S(=O)(=O)Nc2nc3cc(OC)ccc3s2)cc1,103,101,-154,107,17,97,x,100,-45,98,101
O=C(CCCO)N/N=C/c1cc(Br)ccc1O,100,100,0,104,-6,96,-27,100,-21,103,101
Cc1ccc(-n2cc(CNCC3CC(=O)N(C4CC4)C3)c(-c3cccc(C)c3)n2)cc1 (stereo unspecified),98,100,0,102,13,108,-16,96,-24,96,98
COc1ccccc1OCCn1cc(C#N)c2ccccc21,103,97,0,107,-1,103,x,103,-7,97,100
Cc1c(CN(C)C(=O)CSc2nc(-c3ccco3)cc(C(F)(F)F)n2)cnn1C,99,97,-6,99,14,95,x,100,-7,98,99
Cn1nc(-c2ccccc2)c(CN2CCN(c3ncccn3)CC2)c1Cl,94,96,-7,96,19,100,x,96,1,96,96
CCOc1ccc(C(=S)N2CCCC2)cc1OC,101,102,0,106,-8,94,0,100,-17,102,102
O=C1NCCN1C(=O)c1cccc(Cl)c1,u,u,3,u,-9,104,6,u,-8,u,u
O=C(CCCOc1ccccc1)Nc1ccc(Cl)cn1,100,93,0,102,5,102,-25,106,-12,110,100
CC(=O)NCCn1c(SCC(=O)c2ccc(Cl)cc2)nc2ccccc2c1=O,95,93,1,95,16,104,x,93,-10,92,94
Cc1cc(NC(=O)c2c(F)cccc2Cl)n(-c2nc3ccccc3[nH]2)n1,102,102,-2,104,-58,99,x,100,-46,95,99
CC(=O)N(CCCCN1C(=O)c2ccccc2C1=O)c1ccc(C)cc1,102,100,0,102,23,98,x,98,-13,99,99
CCc1cc(=O)oc2cc(C)cc(OCC(=O)C(C)(C)C)c12,98,96,0,97,0,101,-23,95,-32,95,98
O=C(c1ccc(OC2CCN(CCc3ccccc3)CC2)cc1)N1CCCC(O)C1 (stereo unspecified),99,95,-3,100,4,105,19,98,-14,103,102
COc1cc(O)cc(O)c1C(=O)/C=C/c1ccccc1,91,92,-1,91,-7,99,x,94,-7,99,93
CO/N=C/c1ccc(N2CCN(C(=O)c3ccc(Cl)cc3Cl)CC2)c([N+](=O)[O-])c1,101,99,0,99,13,93,-3,99,15,100,99
CCNC(=O)NC(=O)C(C)OC(=O)CCCc1nc2ccccc2s1 (stereo unspecified),96,96,2,97,10,99,13,95,-39,95,94
CCCCn1c(Cl)nc2c1c(=O)n(C)c(=O)n2C,98,94,-2,97,-14,97,x,93,-5,101,99
CCSc1nnc(-c2ccccc2SC)o1,94,96,0,96,0,100,-2,97,-17,106,99
COc1ccc(/C=C2\SC(=S)N(NC(=O)c3ccncc3)C2=O)cc1OC,91,88,0,92,1,100,x,91,-33,104,92
Cc1cccnc1NC(=O)c1ccc([N+](=O)[O-])o1,100,99,-1,103,4,103,-5,100,-36,102,100
Cc1ccnc(SCC(=O)c2cc3ccccc3o2)n1,93,93,-2,90,1,100,4,95,-22,99,95
COc1ccc(OC)c(C2C(C(=O)N(C)C)=C(C)Nc3nc4ccccc4n32)c1 (stereo unspecified),104,100,1,102,2,102,x,106,-20,102,104
O=C(CCCCn1c(=O)c2ccccc2n(Cc2ccc(Cl)cc2)c1=O)NCc1ccco1,101,98,0,102,6,100,-13,100,10,102,98
O=C(NC(Cc1ccccc1)C(=O)NCc1ccccn1)c1ccco1 (stereo unspecified),102,98,-3,102,-12,x,25,99,-12,98,99
O=c1c2cnn(-c3ccccc3)c2ncn1CCc1ccccc1,94,97,-1,96,-6,99,18,93,-3,95,95

# Compound profiles, from the list above. Order of values: Cdc42 wt GTP, Rac1 mut GTP, Mcl-1 Bim block, Rac1 wt GTP bind, Mcl1-Noxa inh, RGS8-Gao, Pf gametocyte, Rab2A wt mod, Mcl1 Bid PPI, Rab7 wt modul, HRas wt GTP
# Profile of CCCn1c(SCc2nc(N)nc(N3CCCCC3)n2)nc2c1c(=O)n(C)c(=O)n2C = 102, 98, -1, 105, -5, 103, 4, 102, -12, 105, 99
# Profile of Cc1cccnc1NC(=O)c1ccc([N+](=O)[O-])o1 = 100, 99, -1, 103, 4, 103, -5, 100, -36, 102, 100
